# From PubChem BioAssay
# SRC1 inh = human NCOA1 inhibition | Q15788 | HEK293 GAL4-SRC1 luciferase reporter, luminescence | inhibition, % at 3.6 µM | AID 588354 | 360,000 compounds, 0.12% hits;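 active = inhibition above the campaign mean plus 3 SD, with each screening campaign given its own cutoff, cut at about 60% in these data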;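 also: 0% = DMSO treated cells and 100% = gossypol at 36 µM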
# EBV LMP1 NFkB = inhibitors of Epstein-Barr LMP1-induced NF-kappaB reporter; AID 504558; 350,000 compounds, 0.69% hits; inhibition, % at 12.5 µM; LMP1-induced NF-kappaB luciferase reporter cells, luminescence; in the data active = inhibition above about 41%; inconclusive = no clear call, values can overlap the other calls;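 also: 0% = neutral control wells and 100% = reference inhibitor control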
# NCOA2 inhibitor = inhibits human steroid receptor coactivator 2 | HEK293 GAL4-SRC2 luciferase reporter, luminescence | inhibition, % at 9 µM | 370,000 compounds, 0.17% hits;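 active = inhibition above the mean inhibition of all tested compounds plus 3 SD, set per campaign, cut at about 52% in these data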;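 also: 0% = DMSO treated cells and 100% = cells given Gossypol at 36 µM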
# Vif inh = HIV Vif inhibition; HEK293T cells, Vif self-association by quenched fluorescence, imaging, 24 h; inhibition, % at 7.49 µM; 340,000 compounds, 0.35% hits; in the data active = inhibition above about 50%, passing the limit was not always enough; inconclusive = no clear call, values can overlap the other calls; inactive = below about 31%; also: some results filed as inactive read as strong as hits
# TLR9-MyD88 block = TLR9-MyD88 interaction inhibition. Q9NR96+Q99836. CHO BLA complementation TLR9-MyD88, CCF4 FRET ratio. inhibition, % at 4.98 µM. 340,000 compounds, 0.21% hits;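 active = inhibition above the mean over all tested compounds plus 3 SD, cut at about 21% in these data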;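 also: 0% = DMSO only wells and 100% = clavulanate BLA inhibitor control wells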
# Target sequence (Q99836 whole entry, looked up): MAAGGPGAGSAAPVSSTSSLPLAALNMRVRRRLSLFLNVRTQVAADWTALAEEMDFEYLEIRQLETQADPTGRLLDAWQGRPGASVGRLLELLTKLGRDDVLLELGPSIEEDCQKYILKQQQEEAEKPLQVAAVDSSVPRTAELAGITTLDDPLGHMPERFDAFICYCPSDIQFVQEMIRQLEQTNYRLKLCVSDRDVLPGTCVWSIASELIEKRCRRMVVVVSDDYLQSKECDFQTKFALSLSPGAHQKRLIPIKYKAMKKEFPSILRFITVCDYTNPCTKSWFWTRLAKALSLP
# Target sequence (Q9NR96 whole entry, looked up): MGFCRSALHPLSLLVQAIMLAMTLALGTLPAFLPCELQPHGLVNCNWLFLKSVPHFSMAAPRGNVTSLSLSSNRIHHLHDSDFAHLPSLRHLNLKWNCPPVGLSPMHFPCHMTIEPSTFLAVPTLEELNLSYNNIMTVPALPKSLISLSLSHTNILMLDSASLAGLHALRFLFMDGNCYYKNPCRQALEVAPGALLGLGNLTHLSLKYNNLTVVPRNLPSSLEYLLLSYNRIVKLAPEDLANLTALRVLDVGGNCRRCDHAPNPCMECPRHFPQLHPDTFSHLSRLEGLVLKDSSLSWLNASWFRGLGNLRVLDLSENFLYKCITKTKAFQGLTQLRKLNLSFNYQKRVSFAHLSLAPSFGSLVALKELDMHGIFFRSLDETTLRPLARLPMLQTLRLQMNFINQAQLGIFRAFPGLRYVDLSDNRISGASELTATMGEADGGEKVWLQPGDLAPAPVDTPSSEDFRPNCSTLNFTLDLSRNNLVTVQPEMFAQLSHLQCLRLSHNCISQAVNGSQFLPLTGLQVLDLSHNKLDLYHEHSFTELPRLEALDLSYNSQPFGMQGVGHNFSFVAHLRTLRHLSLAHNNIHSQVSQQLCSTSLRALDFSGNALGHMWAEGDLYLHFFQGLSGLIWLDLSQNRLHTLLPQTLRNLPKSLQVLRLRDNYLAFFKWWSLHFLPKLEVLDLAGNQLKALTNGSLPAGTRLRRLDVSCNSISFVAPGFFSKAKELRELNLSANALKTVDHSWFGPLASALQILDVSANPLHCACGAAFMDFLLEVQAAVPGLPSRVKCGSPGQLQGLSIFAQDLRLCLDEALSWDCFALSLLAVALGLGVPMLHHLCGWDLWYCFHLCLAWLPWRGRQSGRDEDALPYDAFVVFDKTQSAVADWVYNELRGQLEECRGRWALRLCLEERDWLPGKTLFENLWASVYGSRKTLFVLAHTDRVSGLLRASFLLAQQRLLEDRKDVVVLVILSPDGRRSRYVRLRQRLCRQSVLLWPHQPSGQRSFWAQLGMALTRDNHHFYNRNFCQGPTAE
# NOD2 RIPK2 PPI = blocks binding of human NOD2 to RIPK2 | O43353 | CHO BLA complementation NOD2-RIPK2, CCF4 ratio | inhibition, % at 4.98 µM | 360,000 compounds, 0.38% hits | AID 624267; in the data active = inhibition above about 21%;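 also: 0% = vehicle only and 100% = reference blocker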
# TROY NFkB inh = inhibitors of TROY-dependent NF-kB signaling; inhibition, % at 10 µM; AID 1347056; 360,000 compounds, 0.98% hits; Q293 LMP1-TROYcd NF-kB luciferase reporter, 4 h;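 active = compounds whose plate-normalised and pattern-corrected inhibition of the luciferase reporter signal at the single screening dose is 50% or more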
# COUP-TFII inh = inhibitors of human COUP-TFII (NR2F2); P24468; HEK293T NGFI-A luciferase reporter, luminescence; inhibition, % at 8.6 µM; 370,000 compounds, 0.7% hits; AID 686940;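 active = inhibition above a per-plate cutoff, mean inhibition of test wells between control levels plus 3 SD, cut at about 38% in these data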;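 also: cells cotransfected with COUP-TFII expression vector driving the NGFI-A reporter; 0% = median of COUP-TF2 test wells and 100% = reporter-only cells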
# NCOA3 inh = inhibits human SRC3 coactivator; 360,000 compounds, 0.17% hits; inhibition, % at 3.6 µM; HEK293 GAL4-SRC3 luciferase reporter, luminescence; Q9Y6Q9;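 active = inhibition above a per-campaign cutoff, the mean of all compounds plus 3 SD, cut at about 60% in these data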;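 also: 0% = DMSO-treated cells and 100% = gossypol-treated cells at 36 µM; higher means less SRC3-driven luciferase light from the GAL4 reporter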
# NR5A2 inv ag = NR5A2 inverse agonism in reporter assay; HEK293T StAR-luciferase reporter, LRH-1 transfected, 24 h; O00482; 360,000 compounds, 0.13% hits; AID 602396; inhibition, % at 3.6 µM;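 active = inhibition above the mean inhibition of all tested compounds plus 3 SD, cut at about 73% in these data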;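 also: 0% = DMSO wells and 100% = reporter-only cells lacking LRH-1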
# C8 TRAIL sens = sensitizes caspase-8 expressing cells to TRAIL; inhibition (viability loss, TRAIL sensitization), % at 10 µM; AID 624354; 360,000 compounds, 1% hits; NB7+C8 cells + TRAIL, ATPlite viability luminescence;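 active = compounds causing at least 50% loss of cell viability in the single-dose screen, relative to plate controls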
# Active calls of the source: *; ? = inconclusive; · = no result given. These rows are one share of the data; count on the stated rates, not on these rows.
Compound,NCOA2 inhibitor,TLR9-MyD88 block,Vif inh,SRC1 inh,EBV LMP1 NFkB,NCOA3 inh,NOD2 RIPK2 PPI,TROY NFkB inh,C8 TRAIL sens,COUP-TFII inh,NR5A2 inv ag
CCCC(C)NC(=O)CN1C(=O)c2cccc3cccc1c23 (stereo unspecified),-2.9,3.5,-8.1,-12.3,-5.0,18.5,7.6,12.5,-4.6,-14.9,-3.8
CCC(CC)C(=O)Nc1cc([N+](=O)[O-])ccc1Cl,9.8,-2.2,·,-3.1,-2.7,1.8,-12.0,7.8,-0.5,-0.3,2.4
CCCCC(=O)NNC(=S)NC(=O)c1ccc([N+](=O)[O-])cc1,-12.0,4.1,3.0,7.9,0.5,13.7,5.8,-3.7,5.2,-1.0,-15.1
COc1cccc(-c2csc(N3CCN(C(=S)Nc4cccc(Cl)c4)CC3)n2)c1,-4.4,3.9,23.4,-2.6,15.6,13.2,-2.5,-29.1,7.9,-5.2,-0.3
O=C(Oc1ccc(C(=S)N2CCOCC2)cc1Cl)c1ccccc1F,-1.0,3.1,5.8,-32.5,-17.4,5.8,8.1,9.6,-6.9,3.0,15.9
COc1ccccc1C(=O)NCCC(=O)NC1CCCC(C)C1C (stereo unspecified),-42.0,-3.0,-0.9,-11.3,2.1,3.5,-7.5,5.1,-13.7,4.7,-8.8
COc1ccc(F)cc1S(=O)(=O)N1CC(C)CC(C)C1 (stereo unspecified),10.6,-4.2,1.3,0.9,-5.0,11.3,5.2,-19.4,-11.5,8.6,-2.3
CC(=O)N/C(=C\c1ccccc1)C(=O)OCC(=O)Nc1ccc(C)c(S(=O)(=O)N(C)C)c1,0.4,-5.0,0.3,-18.2,-11.0,-6.5,-1.3,-9.8,-4.8,-10.7,10.5
CCOC(=O)C(C#N)(Cc1cc(OC)cc(OC)c1)Cc1cc(OC)cc(OC)c1,0.2,7.1,10.7,9.6,9.2,26.6,2.2,-10.3,-35.4,-5.0,6.9
CCc1nc2c(OCCOc3ccc(F)cc3)cccn2c1N(C)C(=O)c1ccc(C)cc1,-17.6,·,-4.6,-8.7,·,-5.6,-7.2,-4.9,-0.4,-6.7,4.7
COc1cc([N+](=O)[O-])ccc1NC(=O)CSc1ccccn1,·,-13.8,-8.1,14.1,-13.4,2.9,-4.1,0.9,-5.0,·,4.8
CN(C)CCN1C(=O)c2ccccc2C1=O,-32.2,7.4,·,-7.6,-0.7,1.2,-4.9,1.9,3.1,-15.0,21.1

# Full records as entered above.
# COc1cc([N+](=O)[O-])ccc1NC(=O)CSc1ccccn1 in the list: NCOA2 inhibitor: ·; TLR9-MyD88 block: -13.8; Vif inh: -8.1; SRC1 inh: 14.1; EBV LMP1 NFkB: -13.4; NCOA3 inh: 2.9; NOD2 RIPK2 PPI: -4.1; TROY NFkB inh: 0.9; C8 TRAIL sens: -5.0; COUP-TFII inh: ·; NR5A2 inv ag: 4.8
# CN(C)CCN1C(=O)c2ccccc2C1=O in the list: NCOA2 inhibitor: -32.2; TLR9-MyD88 block: 7.4; Vif inh: ·; SRC1 inh: -7.6; EBV LMP1 NFkB: -0.7; NCOA3 inh: 1.2; NOD2 RIPK2 PPI: -4.9; TROY NFkB inh: 1.9; C8 TRAIL sens: 3.1; COUP-TFII inh: -15.0; NR5A2 inv ag: 21.1

# New compounds follow.
Compound,NCOA2 inhibitor,TLR9-MyD88 block,Vif inh,SRC1 inh,EBV LMP1 NFkB,NCOA3 inh,NOD2 RIPK2 PPI,TROY NFkB inh,C8 TRAIL sens,COUP-TFII inh,NR5A2 inv ag
CC(C)(C)c1ccccc1N=Cc1ccc2ccccc2n1,-9.5,-4.6,-15.5,-3.3,-4.4,-3.2,-1.4,-22.8,-16.7,-8.5,-6.8
O=C(COC(=O)/C=C/c1cccc(Br)c1)NCc1cccs1,-31.8,4.2,20.8,-2.6,-9.6,1.1,-12.5,31.2,-1.7,11.9,19.7
Fc1ccc(N2CCN(Cc3cnc(Cl)s3)CC2)cc1,22.6,-4.2,-2.5,-18.3,-3.1,3.9,-8.4,10.1,6.3,-33.6,4.9
COc1ccc(C2OCC(C)([N+](=O)[O-])CO2)cc1 (stereo unspecified),-0.3,2.7,17.0,-24.9,-0.1,-9.6,6.0,-14.5,-6.9,-7.8,-5.8
CC(=O)Nc1cccc(-c2ccnc3c2CC(C(=O)NCC2CCOCC2)O3)c1 (stereo unspecified),-17.4,·,5.9,1.4,·,-14.1,-10.3,10.3,25.8,2.7,-20.9
O=C(NS(=O)(=O)Oc1cccc(Cl)c1Cl)OC[C@@H]1CCCN2CCCCC12 (stereo partly specified),13.4,4.2,1.4,16.6,-18.1,6.3,-4.4,-13.6,-6.8,0.8,-0.5
Cc1ccc(C)c(NC(=O)C(CC(=O)O)C2CCCO2)c1 (stereo unspecified),-0.5,-11.2,-3.0,7.8,1.4,-2.6,0.7,12.4,-8.5,-9.1,-0.5
NC(=O)c1ccsc1NC(=O)c1ccc(S(=O)(=O)N2CCCC2)cc1,-47.8,3.2,-3.7,-26.4,-7.5,-32.7,-7.0,-8.6,27.6,-6.5,-42.0
Cc1ccccc1-c1nc2sc3c(c2c(=O)o1)CCC3,-6.3,-10.4,-14.9,10.6,6.4,1.4,-9.4,·,-4.3,-14.2,-3.0
Cc1ccsc1C(=CCCN1CCC[C@@H](C(=O)O)C1)c1sccc1C,6.8,-4.9,-4.6,-11.4,1.4,-3.2,-8.0,-15.4,0.5,8.3,-8.6
Cc1ccnc(NC(=O)COc2ccccc2[N+](=O)[O-])c1,-33.4,-1.9,0.4,-82.2,14.0,-86.5,-7.5,6.8,52.1*,-24.6,-149.6
CCOC(=O)c1c(C)[nH]c(C)c1C(=O)COC(=O)C1CC(=O)N(CCc2ccccc2)C1 (stereo unspecified),12.9,3.3,50.8*,-8.8,4.7,3.7,5.8,5.9,-0.6,-12.9,3.8
C=CCCC(=O)N1CCC(n2nccc2NC(=O)c2ccccc2C)CC1,13.3,-2.2,·,-14.7,0.7,-1.8,-1.4,-15.0,-3.8,7.2,6.0
CC1CCCC(C)N1C(=O)COC(=O)c1c[nH]c2ccccc12 (stereo unspecified),-31.8,-17.5,13.7,-29.9,-12.9,-2.8,-3.2,-27.4,1.1,-24.4,-0.9
O=C(NCc1nnc2n1CCCCC2)c1ccc(Cl)cc1Cl,-21.8,1.3,25.3,-4.8,5.0,-6.4,-3.0,-11.4,-20.1,0.8,-15.2
O=S(=O)(NC(=NCc1ccccc1)c1ccccc1)c1ccc(Br)cc1,6.7,3.3,-2.7,3.7,-1.9,9.2,3.3,-2.6,6.8,22.0,-9.7
CCOc1ccc(N2CC(C(=O)NC3CCCC3)CC2=O)cc1 (stereo unspecified),-2.4,-6.3,1.4,5.7,3.8,-12.0,-11.5,8.4,-3.6,-2.3,-20.9
Cc1n(CC(O)COCc2ccccc2)c2ccccc2[n+]1C (stereo unspecified),19.0,1.8,-1.7,-15.1,-0.5,1.1,-11.6,7.3,-10.5,-2.9,2.9
COc1ccccc1C(=O)NCCC(=O)NCC1CCCCC1,2.6,2.0,25.6,-6.2,-4.2,-2.2,4.0,-6.4,-6.1,-2.3,-10.9
Cc1ccc(/C=C/c2onc(C)c2S(=O)(=O)N2CCC(C(=O)NC(C)(C)C)CC2)cc1,-29.2,-6.9,?,1.0,-10.2,-16.5,-2.7,15.0,1.5,0.4,3.7
COc1cc([N+](=O)[O-])c2nccnc2c1,7.1,5.7,-2.4,-17.2,-0.7,4.7,-6.3,-12.6,-0.7,-1.7,21.7
CCNC(=S)N(Cc1c(C)noc1C)c1ccccc1,11.4,-3.9,10.9,23.0,-1.2,21.6,-1.0,0.4,8.6,2.8,0.0
Cc1nnc(SCC(=O)Nc2cc(C(C)(C)C)nn2-c2ccccc2)s1,-2.0,3.1,3.7,-8.7,-2.8,5.9,7.1,10.7,-1.5,12.6,-9.8
O=C(/C=C(/c1ccc(Cl)cc1)n1cncn1)c1ccccc1,5.9,-1.3,-1.0,-0.9,-0.8,-0.4,3.4,-32.1,-0.8,-13.0,2.8
CCOc1ccc(-c2csc3ncn(-c4ccc(OC)cc4)c(=O)c23)cc1,8.2,4.8,-5.0,-1.2,5.0,-3.8,-5.2,7.1,-5.5,8.3,2.6
Cc1cccc(OCc2nc(-c3cccnc3)no2)c1,-34.9,-1.0,-7.5,-3.5,-8.2,-3.8,1.8,-46.0,-6.3,-9.8,24.0
Cc1ccc(C)c(N2CCN(C(=O)c3ccc4nc(N5CCOCC5)sc4c3)CC2)c1,12.4,12.8,-10.2,13.8,5.3,-2.1,2.7,13.6,-9.1,24.1,2.7
CCCCOCCCNC(=O)Cc1cccs1,16.7,-3.4,-1.5,-9.0,-8.7,1.4,6.6,-35.8,20.2,-2.4,4.4
COc1cc2cc(C(c3nnnn3C3CCCC3)N3CCc4ccccc43)c(=O)[nH]c2cc1OC (stereo unspecified),·,-3.6,8.0,9.2,-4.2,-1.8,3.0,10.7,3.9,·,15.8
C/C(=N\O)C(C)(C)Nc1cccc(F)c1,5.9,-6.5,-1.2,-14.9,1.2,19.5,-7.9,1.1,-9.3,4.8,18.4
O=C(O)CCN1CC2([N+](=O)[O-])C=CC(=O)C([N+](=O)[O-])(C1)C2CC(=O)c1ccccc1 (stereo unspecified),-2.7,5.1,-1.9,-2.7,0.5,15.8,-8.2,-2.9,2.4,7.5,-3.9
CCCCCCCCc1nnc(N)s1,-1.4,·,0.5,-3.1,-2.9,3.1,-9.6,-18.7,6.7,1.9,-12.8
N/C(=N\OC(=O)CCCOc1ccccc1)c1ccccn1,-2.3,-9.0,3.9,-4.1,-18.7,8.3,-6.9,5.0,-0.6,-7.2,4.3
COc1cc(C(=O)NC2CCCCCCC2)cc(OC)c1OC,13.4,-3.9,-0.1,-1.9,11.9,9.5,-16.4,-5.7,-13.9,6.3,9.6
COc1cccc(C(=O)NCCS(=O)(=O)N(C)Cc2ccccc2)c1,-15.2,-2.4,-3.2,-7.8,4.8,16.8,2.7,-12.5,-10.2,3.7,-0.7
Cn1ncc(C#N)c1NC(=O)C1CC(c2ccc(Cl)c(Cl)c2)=NO1 (stereo unspecified),5.2,-12.6,-2.0,-20.3,-4.5,-2.3,-6.7,10.4,-17.5,13.3,-7.4
Cc1cccc(N2CC(C(=O)Nc3ccc4c(c3)OCO4)CC2=O)c1C (stereo unspecified),8.3,6.7,·,-9.8,3.4,18.3,2.3,25.3,5.9,-4.9,3.0
CN(C)S(=O)(=O)c1ccc(NC(=O)Cn2nc(-c3ccc4c(c3)OCCO4)ccc2=O)cc1,-13.8,-3.8,7.2,5.0,-1.3,-0.8,-2.8,18.6,12.3,8.6,12.9
O=C(COC(=O)COc1ccc(Br)cc1)Nc1cccnc1Cl,11.9,2.6,1.9,-5.8,-3.1,2.8,-7.6,-11.3,-2.0,-2.8,-8.9
Cc1c(C)c2c(OCC(=O)NCc3ccncc3)cc3c(c2oc1=O)CCC(C)(C)O3,-17.3,-13.8,5.6,1.6,3.8,7.1,2.7,-1.1,13.8,-11.3,11.6
CCOc1ccc(Br)cc1S(=O)(=O)N1CCCN(C)CC1,-15.3,3.6,5.1,2.6,-7.2,7.2,-5.4,8.5,5.8,11.2,5.0
O=S(=O)(c1ccc(F)cc1)N1CCN(CCc2ccccc2)CC1,10.2,-14.8,-6.8,-0.6,-6.5,7.2,1.0,5.1,0.3,7.4,-2.9
